# APOBEC3G inh – inhibitors of human APOBEC3G DNA deaminase; AID 493012; inhibition, % at 20 µM; Q9HC16; 330,000 compounds, 0.28% hits; recombinant A3G, ssDNA deamination FAM/TAMRA fluorescence;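 active = inhibition of at least 40% at 20 µM, with no more than 30% in the related APOBEC3A deaminase screen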;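 also: plate controls were DMSO wells with A3G for no effect and wells lacking A3G enzyme for full effect; some compounds called inactive have numbers as strong as hits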
# Target sequence (Q9HC16 whole entry, looked up): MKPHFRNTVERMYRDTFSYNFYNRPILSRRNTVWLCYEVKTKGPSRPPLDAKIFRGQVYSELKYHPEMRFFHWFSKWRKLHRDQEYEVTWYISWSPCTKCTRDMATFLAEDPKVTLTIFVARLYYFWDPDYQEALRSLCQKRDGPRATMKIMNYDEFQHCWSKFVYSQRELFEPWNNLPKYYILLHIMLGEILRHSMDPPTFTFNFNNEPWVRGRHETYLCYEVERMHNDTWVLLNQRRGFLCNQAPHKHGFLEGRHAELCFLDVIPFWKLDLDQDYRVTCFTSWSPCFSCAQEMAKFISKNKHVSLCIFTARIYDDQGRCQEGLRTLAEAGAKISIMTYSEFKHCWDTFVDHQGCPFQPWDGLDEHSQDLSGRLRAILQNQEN
# EBI2 block – blocks human EBI2 receptor beta-arrestin signaling; P32249; EBI2 beta-arrestin recruitment, luminescence, 7a,25-OHC stimulated; inhibition, % at 5 µM; 360,000 compounds, 0.81% hits; AID 651636; in the data active = inhibition above about 38%;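 also: enzyme fragment complementation signal reports receptor beta-arrestin coupling in cells; 0% = agonist plus DMSO wells and 100% = wells without agonist; some results beyond the cut were filed as inactive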
# CCR6 antagonist – CCR6 (human) receptor antagonism. P51684. CHO-K1 CCR6 PathHunter beta-arrestin, luminescence, CCL20-stimulated. inhibition, % at 20 µM. 340,000 compounds, 0.49% hits. AID 493098;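 active = compounds whose inhibition of the agonist-driven luminescence signal at 20 µM reaches about 50%, limit read from the data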;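 also: cells stimulated with CCL20 at 14 nM final; plate controls were DMSO with CCL20 for no effect and DMSO without agonist for full effect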
# Target sequence (P51684 whole entry, looked up): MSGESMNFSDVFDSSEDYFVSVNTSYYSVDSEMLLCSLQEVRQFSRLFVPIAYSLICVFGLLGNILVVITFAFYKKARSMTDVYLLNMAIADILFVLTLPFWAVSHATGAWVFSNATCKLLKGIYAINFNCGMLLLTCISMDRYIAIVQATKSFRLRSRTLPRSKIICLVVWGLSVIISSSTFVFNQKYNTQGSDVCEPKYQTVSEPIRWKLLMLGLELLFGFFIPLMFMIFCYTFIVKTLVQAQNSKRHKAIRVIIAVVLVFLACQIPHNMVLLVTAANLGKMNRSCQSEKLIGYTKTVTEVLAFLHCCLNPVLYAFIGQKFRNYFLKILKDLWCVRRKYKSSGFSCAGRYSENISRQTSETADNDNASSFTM
# CXCR6 inh – inhibitors of human CXCR6 receptor; inhibition, % at 20 µM; O00574; 360,000 compounds, 0.36% hits; AID 602244; CHO-K1 PathHunter CXCR6 beta-arrestin, luminescence; in the data active = inhibition above about 34%, passing the limit was not always enough;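 also: antagonist mode with CXCL16 agonist at 10 nM final; 0% = 10 nM CXCL16 with DMSO and 100% = unstimulated wells without agonist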
# APOBEC3A inh – inhibitors of human APOBEC3A DNA deaminase; P31941; recombinant A3A, FAM/TAMRA ssDNA deamination fluorescence; inhibition, % at 20 µM; 330,000 compounds, 0.41% hits;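 active = at least 40% inhibition at 20 µM here, with at most 30% in a related deaminase screen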;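 also: plate controls were A3A with DMSO for no effect and wells lacking A3A enzyme for full effect; some results filed as inactive read as strong as hits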
# Target sequence (P31941 whole entry, looked up): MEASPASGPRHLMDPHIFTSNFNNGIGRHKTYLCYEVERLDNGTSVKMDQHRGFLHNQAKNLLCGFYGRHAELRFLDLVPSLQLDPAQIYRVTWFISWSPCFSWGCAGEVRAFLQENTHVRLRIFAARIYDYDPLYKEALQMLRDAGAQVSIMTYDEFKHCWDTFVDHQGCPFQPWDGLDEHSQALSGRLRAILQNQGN
# GRIN3A LBD mod – modulates the human NR3A ligand-binding domain. NR3A LBD differential scanning fluorimetry, Tm shift; 0% = protein alone, 100% = glycine-bound protein. Tm shift relative to glycine control, % at 25 µM. 340,000 compounds, 2.5% hits. AID 1259313;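 active = melting temperature shift of at least 10% of the positive control shift, at one fixed dose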
# MPTP block – blocks calcium-induced mitochondrial swelling | isolated mouse mitochondria, Ca2+ swelling absorbance, 30 min | 360,000 compounds, 1.4% hits | inhibition, % at 10 µM;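 active = inhibition of 50% or more, scaled per plate between neutral and stimulator controls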;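 also: 0% = DMSO wells given calcium and 100% = 1 mM EGTA wells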
# Gli-Sufu antag – Gli-Sufu pathway antagonism | Sufu-KO-LIGHT fibroblasts, Gli luciferase reporter luminescence | inhibition, % at 5 µM | 340,000 compounds, 0.74% hits;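 active = inhibition above about 55%, limit read from the data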;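 also: 0% = DMSO-treated cells and 100% = wells with medium but no cells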
# Numbers without * were called inactive; nt = not tested or not shown.
SMILES,APOBEC3G inh,EBI2 block,CCR6 antagonist,CXCR6 inh,APOBEC3A inh,GRIN3A LBD mod,MPTP block,Gli-Sufu antag
Cc1cc(C)c2[nH]c3nc(SCC(=O)O)nnc3c2c1,3,-6,-2,6,-3,1,24,-2
CC1CCCC(NC(=O)Cn2cc3c(n2)CCCCC3)C1C (centres undefined),-1,-1,18,-3,3,-2,-1.3,4
O=C(NCc1ccc(Cl)cc1)c1ccc(OCC2CCCO2)cc1 (centres undefined),-2,10,12,-8,5,-5,-0.1,1
Cc1ccc(S(=O)(=O)Nc2cc(Cl)c(O)c3ncccc23)cc1,4,3,6,-33,-5,-4,6.6,69*
COc1ccc(N2CCN(C(=O)c3cc4ccccc4o3)CC2)cc1,-9,30,6,-6,-7,2,0.0,7
CN(CCO)Cc1csc2ccc(Br)cc12,-4,-20,-5,-3,-3,4,-5.1,3
Cc1cccc(NS(=O)(=O)c2cc(C(=O)N3CCCCCC3)ccc2C)c1,-2,1,7,2,-3,1,-0.1,17
COc1ccc(NC(=O)C(=O)NCC(=O)Nc2cccc(C(F)(F)F)c2)cc1,-6,-1,3,-3,1,8,-2.1,-14
CN(Cc1ccccc1)C(=O)CSc1cc(=O)n(C)c2ccccc12,-2,9,13,-10,0,-4,1.5,-2
Nc1nc(SCC(=O)Nc2cc(S(=O)(=O)N3CCOCC3)ccc2Cl)n[nH]1,-11,-10,-8,4,2,-1,-1.4,-12
CCOC(=O)CC1=NS(=O)(=O)c2ccccc2N1,1,7,0,-4,-1,-5,-1.1,-5
CCOC(=O)C1CCN(c2ncnc3c2oc2ccc(Cl)cc23)CC1,-4,-7,3,-7,-2,-1,-4.4,9
N#Cc1c2n(c(=S)n(-c3ccc(F)cc3)c1=O)CCCCC2,-4,-10,10,12,-3,-18,-0.5,19
N#CC(Sc1ccccn1)c1ccc(Cl)cc1Cl (centres undefined),-4,17,12,5,-4,-3,3.7,3
O=C(c1cccc(S(=O)(=O)NCc2ccccc2)c1)N1CCN(c2ccccc2Cl)CC1,nt,1,18,-14,nt,-7,-1.1,6
O=C1CSC(c2ccc(F)cc2)N1c1c(F)cccc1F (centres undefined),-2,-6,1,8,-2,0,0.5,-9
Cc1cc(C)n(CCc2nc(-c3ccc(C)o3)cs2)n1,47*,6,18,21,2,-2,1.4,0
CCOC(=O)c1cnc2nc(C)[nH]n2c1=O,-1,-4,9,-5,-5,1,-0.2,-6
O=C(COC(=O)CC1CCCC1)Nc1ccc(Cl)cc1,-4,5,4,8,-2,nt,-2.9,1
Cc1ccc(-n2ccnc2SCC(=O)O)cc1C,-2,-1,9,2,3,-2,1.1,5
COc1cccc(CN2CCC(CO)(CC3CCCCO3)CC2)c1 (centres undefined),6,-8,0,8,3,-1,-1.0,3
C=CCn1c(SCC(=O)N(CCO)CCO)nc2sc3c(c2c1=O)CCC3,-5,3,2,6,-3,1,-1.4,1
O=C(O)c1cccnc1Sc1ccccc1,-8,-2,6,0,-4,-4,-1.2,-4
COCCNC(=O)C(c1cccs1)N(C(=O)Cn1nnc2ccccc21)c1cccc(C(C)=O)c1 (centres undefined),0,-2,-8,0,4,0,0.1,-2
Cc1cccc(NC(=O)c2cccnc2)c1,-3,-6,-7,3,-2,-1,-1.1,1
C=C(C)Cn1c(N2CCCC2)nc2c1c(=O)[nH]c(=O)n2C,-5,0,2,-3,1,-1,-0.3,3
Cc1nn(-c2ccccc2)nc1CNC(=O)C(C)Cc1ccccc1 (centres undefined),-9,-3,-2,3,-4,1,-0.4,-8
CC(C)CN1C(=O)NC(NC(=O)c2cccnc2)(C(F)(F)F)C1=O (centres undefined),-2,-5,2,1,-1,2,-1.1,-4
Cc1nnc(C)n1/N=C/c1ccc(C(=O)O)cc1,0,-14,19,-8,1,-2,1.6,7
O=C(CN1C(=O)c2ccccc2S1(=O)=O)Nc1ncccn1,-14,-3,-10,-6,-5,2,-1.2,-5
O=C(CN1CCN(C(=O)C2CCN(C(=O)/C=C/c3ccccc3)CC2)CC1)Nc1ccc(F)cc1,nt,62*,6,5,nt,0,1.1,7
c1ccc(Cc2nc3ccccc3s2)cc1,nt,8,5,4,nt,3,-0.7,-7
Cc1ccc(NC(=O)/C=C/c2ccco2)nc1,2,-13,1,-4,4,2,-2.4,-7
CC(=O)c1cccc(NC(=S)N2CCN(S(C)(=O)=O)CC2)c1,-4,-4,13,-5,1,-1,0.1,0
CCOC(=O)C1CCCN(C(=O)c2ccccc2[N+](=O)[O-])C1 (centres undefined),-10,7,-8,7,-1,0,-0.4,2
O=C(NC1CCc2ccccc21)c1cc(COc2ccc(F)cc2F)on1 (centres undefined),-1,4,20,4,3,0,2.4,-12
O=C(NC1CCCCC1)N(C1=NCCCCC1)c1ccc(Br)cc1,0,-6,12,2,0,-3,-0.7,-16
Cc1sc2nc(SCC(=O)Nc3c(C)n(C)n(-c4ccccc4)c3=O)n(C)c(=O)c2c1C,1,-13,4,-4,4,-2,0.5,6
C[C@H](CO)N1C[C@H](C)[C@@H](CN(C)C(=O)Nc2ccc3c(c2)OCO3)Oc2c(NC(=O)Nc3ccc4c(c3)OCO4)cccc2C1=O,-8,-16,-6,-6,-2,-39,-0.3,-8
Cc1cc(C(=O)Nc2ccccc2Cc2ccccc2)no1,-7,-7,2,-1,-3,1,-1.8,5
Cc1nnc(SCC(=O)NCc2ccccc2Cl)[nH]c1=O,-8,-15,14,-11,-4,1,1.9,-3
COc1ccccc1/C=C1/C(=O)N(c2ccc([N+](=O)[O-])cc2)N=C1C,-2,33,9,8,-3,2,6.5,-3
CN1C(=O)Cc2cc(S(=O)(=O)NCc3cccs3)ccc21,-4,-1,0,-1,4,0,-2.1,-3
Oc1ccc(C(=S)N2CCCCCC2)cc1,-3,-3,0,-4,-1,4,1.1,3
CCOc1ccc(NC(=O)c2ccc(CSc3nnc(C)s3)cc2)cc1,-5,14,0,5,-3,-18,1.5,-24
CS(=O)(=O)c1ccc2nc(NC3(C(F)(F)F)N=C4SCCN4C3=O)sc2c1 (centres undefined),-5,-8,3,5,0,-3,0.3,nt
COc1cc(/C=N/NC(=O)CCn2c3ccccc3c3ccccc32)cc(OC)c1OC,-5,-3,-17,-6,-1,4,3.4,13
Cc1cccc(NC2=NC(=S)N(CC#N)C23CCCCC3)c1,-7,-5,9,13,-3,0,0.4,1
COc1cc(C(=O)Nc2ccc(S(=O)(=O)Nc3ncccn3)cc2)c([N+](=O)[O-])cc1OC,-8,-1,14,14,-3,-1,-2.2,-4
Cc1cc(C)cc(NC(=O)C2C3C=CC(O3)C2C(=O)O)c1 (centres undefined),-8,1,1,-2,-9,-2,-0.1,8
# Next section
SMILES,APOBEC3G inh,EBI2 block,CCR6 antagonist,CXCR6 inh,APOBEC3A inh,GRIN3A LBD mod,MPTP block,Gli-Sufu antag
Cc1ccccc1C(=O)Nc1nc2n(n1)C(c1ccccc1)CC(=O)N2 (centres undefined),-1,-13,2,6,1,0,-0.3,2
O=C(CCCN1C(=O)/C(=C\c2cccs2)SC1=S)Nc1ccc(O)cc1,-3,10,27,7,-4,2,2.5,3
CC12CCC(C(=O)n3c1nc1ccccc13)C2(C)C (centres undefined),-7,-8,8,6,-4,1,0.7,12
Cc1ccc(C)c(NC(=S)N2CCC(NC(=O)c3ccc(F)cc3)CC2)c1,-4,-7,0,2,7,1,-1.7,-10
CCOC(=O)c1[nH]c(C)c(C(=O)NCCCN2CCOCC2)c1C,-8,-7,-7,-4,1,-2,-0.5,2
CS(=O)(=O)N1CCCC(C(=O)Nc2ccc(F)c(F)c2)C1 (centres undefined),-3,3,11,-6,3,-2,-1.5,-11
COc1ccc(OCCC(=O)OCC(=O)NC2CCCCCCC2)cc1,2,3,0,-15,1,-2,5.9,14
Cc1[nH]c2ccccc2c1/C=N/NC(=O)C1CC1(c1ccccc1)c1ccccc1 (centres undefined),-2,10,-8,-8,0,12*,4.8,1
CSc1nc(C)cc(Oc2ccc(OCC(N)=O)nn2)n1,-6,-4,-4,-1,-3,-2,-1.3,8
O=C(CC1Oc2ccccc2NC1=O)NCc1ccccc1 (centres undefined),-3,2,-2,3,-3,-5,-0.1,7

# Continued, overlapping the part above by three compounds.
SMILES,APOBEC3G inh,EBI2 block,CCR6 antagonist,CXCR6 inh,APOBEC3A inh,GRIN3A LBD mod,MPTP block,Gli-Sufu antag
Cc1[nH]c2ccccc2c1/C=N/NC(=O)C1CC1(c1ccccc1)c1ccccc1 (centres undefined),-2,10,-8,-8,0,12*,4.8,1
CSc1nc(C)cc(Oc2ccc(OCC(N)=O)nn2)n1,-6,-4,-4,-1,-3,-2,-1.3,8
O=C(CC1Oc2ccccc2NC1=O)NCc1ccccc1 (centres undefined),-3,2,-2,3,-3,-5,-0.1,7
O=C(CSc1nncs1)NC1CCCc2ccccc21 (centres undefined),-1,1,1,7,1,0,0.8,10
O=C(Nc1ccccc1C(F)(F)F)C1CCCC1,-3,-9,14,-2,0,-1,0.4,-11
CCN(C(=O)COC(=O)C1CC1)c1c(N)n(Cc2ccccc2)c(=O)[nH]c1=O,-8,-4,3,-5,-2,0,-0.1,-16
Cc1ccc(C)c(Oc2coc3cc(OC(=O)c4cccs4)ccc3c2=O)c1,-5,-4,4,6,-4,4,-0.3,-8
Nc1nccc(-c2ccc(-n3cccc3)cc2)n1,7,-4,-15,0,-1,-1,0.1,-43
Cc1c(C(=O)N2CCOCC2)sc2ncnc(N3CCc4ccccc4C3)c12,-5,-3,-4,6,-1,0,0.4,5
COc1ccc(N2C(=O)CSC2c2ccccc2F)c(OC)c1 (centres undefined),-4,7,-10,2,-1,-2,-0.8,10
CN1CCN(C2=C(Cl)C(=O)C(c3cnc(N4CCCCC4)s3)=C(Cl)C2=O)CC1,21,-2,74*,30,3,-47,1.6,15
Cc1cc(C)c2nc(SCC(=O)NCC3CCCO3)c(C#N)cc2c1 (centres undefined),1,-9,5,0,3,-2,-1.4,-3
O=C1NCC(Nc2ccccc2Cl)C(=O)N1 (centres undefined),nt,4,5,-5,nt,-2,0.9,10
COc1ccccc1Cn1nnc2c(=O)[nH]c(C3CCN(C(=O)c4ccccc4Cl)CC3)nc21,-4,-16,9,3,2,0,-1.0,5
COc1ccc(N2CCN(S(=O)(=O)/C=C/c3ccccc3)CC2)cc1,-4,1,-8,-6,-3,-1,0.9,4
COc1cccc(C2CCCN2Cc2nc(CCC(C)C)no2)c1 (centres undefined),-2,3,12,0,-1,1,1.5,2
Nc1c(C(=O)c2ccc(Br)cc2)oc2ccccc12,-3,-1,14,-4,-2,-8,1.2,-46
COc1ccc2oc(C(=O)OCC(=O)NCc3ccc(OC)c(OC)c3)c(C)c2c1,-9,1,5,-5,-1,1,1.1,8
COc1cc2c(cc1NC(=O)c1cccc([N+](=O)[O-])c1C)oc1ccccc12,-7,19,17,6,-2,20*,1.2,13
COc1ccccc1N1CCN(C(=O)c2cc3c(s2)CCC3)CC1,9,5,25,-9,10,-1,0.1,0
CCOC(=O)C(=CN(CCc1ccccc1)CC(=O)OC)C(=O)OCC,-4,-1,9,6,0,-2,-0.5,7
O=C(COn1nnc2ccc(C(F)(F)F)cc21)Nc1nnc(-c2ccccc2)o1,-6,-1,-2,-15,-1,-8,-1.3,-1
O=[N+]([O-])c1ccc(CCn2ccnc2)cc1,-6,9,8,9,0,2,0.2,9
CC(=O)Nc1ccc(S(=O)(=O)NCCC(=O)OC(C)C(=O)NC2(C#N)CCCCC2)cc1 (centres undefined),-8,-4,3,-7,2,0,1.4,-10
CC1(C)Cc2c(C#N)c(N3CCCC3)nc(-c3ccco3)c2CO1,9,8,nt,7,4,nt,-2.3,nt
CCOC(=O)c1c(NC(=O)CSc2nnc3c(Cl)cc(Cl)cn23)sc2c1CCC2,-8,1,-6,-1,-1,-1,10,12
COc1ccc(CCNCC(O)c2ccccc2)cc1 (centres undefined),-4,-1,2,1,-3,1,0.3,2
Cc1nc(CN(C)Cc2nc(Cc3cccc(F)c3)no2)cs1,-6,-4,-10,-17,-2,-108,-2.5,-2

# Compound activity from PubChem.
